Pf gametocyte = P. falciparum stage V gametocyte viability inhibition. P. falciparum stage V gametocytes, ATP luminescence, 24 h. inhibition, % at 10.9 µM. hit rate 0.065% among 150,000. AID 743093;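 active means inhibition above the mean plus 3 SD of compounds within the control limits, set per campaign, cut at about 38% in these data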;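 further: 0% = DMSO wells and 100% = medium only without gametocytes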
Rab7 wt modul = dog Rab7 wildtype GTP binding, inhibitors and activators; GST-Rab7 beads, fluorescent GTP binding, flow cytometry; actives lie on both sides; untreated = 100%, excess cold GTP = 0%; GTP binding activity (percent of control), % at 10 µM; hit rate 0.055% among 190,000;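 active means fluorescent GTP binding to Rab7 beads changed by at least 20 points from the 100% baseline, either direction, mostly lower; inconclusive means compound itself probably fluorescent, or too few beads counted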;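 further: median green fluorescence of bound Bodipy-FL-GTP per Rab7 bead population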
Rab2A wt mod = changes GTP binding to wildtype dog Rab2A, up or down; P61105; GST-Rab2 wt beads, Bodipy-GTP binding, flow cytometry; GTP binding activity, % at 10 µM; hit rate 0.19% among 190,000;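 active means GTP binding activity at least 20 points away from 100%, either lowered or raised; inconclusive means signal likely due to the compound's own green fluorescence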;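 further: 0% = beads with excess unlabeled GTP and 100% = no-compound control corrected for plate trend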
Rac1 wt GTP bind = modulators of human Rac1 wildtype GTP binding; hit rate 0.27% among 190,000; GST-Rac1 beads, fluorescent GTP binding, flow cytometry; actives lie on both sides; 0 = cold GTP competed, 100 = untreated; GTP binding activity (% of control), % at 10 µM; P63000; AID 757;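 active means GTP binding activity at least 20 points away from the 100% control level, either lower or higher; inconclusive means compound flagged as likely green fluorescent, judged across all proteins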
Avidin fluor = avidin bead compound fluorescence profile; hit rate 0.38% among 220,000; fluorescence (KMESF) at 10 µM; AID 1775; Avidin beads, compound fluorescence 488/530 nm, flow cytometry; active compounds read high; in the data active means fluorescence above about 47; further: inactives centre near 10
ABCG2 block = inhibitors of human ABCG2 transporter, ABCB1 counter-screen. Q9UNQ0. IgMXP3 cells, JC-1 efflux, flow cytometry. inhibition, % at 6.6 µM. hit rate 0.1% among 190,000;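 active means inhibition above 80%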;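 further: 0% = DMSO and 100% = nicardipine control wells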
Target sequence (Q9UNQ0 whole entry, looked up): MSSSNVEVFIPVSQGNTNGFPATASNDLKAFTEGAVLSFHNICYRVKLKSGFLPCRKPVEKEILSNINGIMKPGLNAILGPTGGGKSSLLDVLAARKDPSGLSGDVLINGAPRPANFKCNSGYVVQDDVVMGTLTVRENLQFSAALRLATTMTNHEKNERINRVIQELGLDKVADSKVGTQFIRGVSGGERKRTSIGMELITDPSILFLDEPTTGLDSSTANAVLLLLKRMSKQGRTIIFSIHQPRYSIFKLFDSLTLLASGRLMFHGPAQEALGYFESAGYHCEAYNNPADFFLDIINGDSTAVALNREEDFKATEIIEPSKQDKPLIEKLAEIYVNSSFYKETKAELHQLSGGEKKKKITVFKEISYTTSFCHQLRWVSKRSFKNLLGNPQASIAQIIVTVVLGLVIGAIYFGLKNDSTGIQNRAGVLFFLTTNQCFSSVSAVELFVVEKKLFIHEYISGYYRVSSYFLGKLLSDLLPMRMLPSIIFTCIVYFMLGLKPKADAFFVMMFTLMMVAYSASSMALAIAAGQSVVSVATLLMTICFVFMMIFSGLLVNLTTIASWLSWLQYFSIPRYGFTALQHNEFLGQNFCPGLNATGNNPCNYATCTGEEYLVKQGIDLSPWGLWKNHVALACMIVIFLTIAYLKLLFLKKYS
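test system = two drug-resistant human cell lines, ABCG2 and ABCB1 | amount = 3 million cells/mL final, two lines in 1:1 ratio | reagent = JC-1 transporter substrate | doses = one concentration, 6.6 µM final | incubation = 10 min at 25 °C | signal = flow cytometric JC-1 green MFI at 530 nm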
Cdc42 wt GTP = human Cdc42 wildtype GTP binding change, either direction | GST-Cdc42 beads, Bodipy-GTP binding, flow cytometry; actives lie on both sides | percent activity (GTP binding), % at 10 µM | P60953 | hit rate 0.2% among 190,000;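 active means percent activity GTP binding at least 20 points away from the 100% baseline, either down as inhibitor or up as activator; inconclusive means compound flagged as likely green fluorescent from well-wide comparison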;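 further: median bead fluorescence of bound Bodipy-FL-GTP at 100 nM; 0% = excess unlabeled GTP control and 100% = no compound control; below 100% means less GTP binding so inhibitor and above means activator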
Mcl1 Noxa PPI = Mcl-1/Noxa interaction inhibition; hit rate 1.5% among 220,000; inhibition, % at 21.7 µM; TR-FRET Mcl-1/Noxa peptide binding, 2 h; Q07820;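 active means compounds that cut the protein-peptide binding signal by more than 50% relative to plate controls in a single-dose test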;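 further: His-tagged Mcl-1 with rhodamine Noxa BH3 peptide and terbium anti-His antibody; 0% = Mcl-1 plus Noxa peptide wells and 100% = peptide-only wells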
Target sequence (Q07820 whole entry, looked up): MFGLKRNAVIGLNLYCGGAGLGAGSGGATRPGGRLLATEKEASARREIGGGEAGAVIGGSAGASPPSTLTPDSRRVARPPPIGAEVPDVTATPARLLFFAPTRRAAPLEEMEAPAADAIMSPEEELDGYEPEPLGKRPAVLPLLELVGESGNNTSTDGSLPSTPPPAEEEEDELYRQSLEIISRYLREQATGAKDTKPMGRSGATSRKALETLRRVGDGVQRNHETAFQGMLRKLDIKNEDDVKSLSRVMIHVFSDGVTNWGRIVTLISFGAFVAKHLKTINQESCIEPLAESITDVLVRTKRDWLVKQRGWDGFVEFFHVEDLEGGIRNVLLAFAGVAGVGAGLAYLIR
ABCB1 block = inhibitors of human ABCB1 transporter, ABCG2 counter-screen | P08183 | CCRF-Adr cells, JC-1 efflux, flow cytometry | inhibition, % at 6.6 µM | hit rate 0.067% among 190,000 | AID 1326; in the data active means inhibition above about 40%;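 further: 0% = vehicle and 100% = reference inhibitor; higher value means more JC-1 retained so stronger ABCB1 efflux block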
Rac1 mut GTP = alters GTP binding to activated mutant human Rac1 | P63000 | GST-Rac1 activated beads, fluorescent GTP binding, flow cytometry; actives lie on both sides; 100% means binding = to untreated wells | hit rate 0.11% among 190,000 | AID 764 | percent activity (GTP binding), % at 10 µM;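 active means GTP binding at least 20 percentage points away from the 100% baseline, in either direction, so actives lie on both sides; inconclusive means Compound likely fluorescent itself, or too few beads counted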
HRas wt GTP = modulators of GTP binding to human HRas wildtype; GST-Ras wt beads, Bodipy-FL-GTP binding, flow cytometry; actives lie on both sides; hit rate 0.14% among 190,000; GTP binding activity, % at 10 µM;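 active means GTP binding activity at least 20% away from the 100% baseline, either lowered as inhibitor or raised as activator; inconclusive means flagged as likely green fluorescent, judged across all proteins in the well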;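 further: 0% = unlabeled GTP competition control and 100% = no-compound control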
The depositor's hits bear a star; ? = inconclusive; · = no result given.

SMILES	Pf gametocyte	Rab7 wt modul	Rab2A wt mod	Rac1 wt GTP bind	Avidin fluor	ABCG2 block	Cdc42 wt GTP	Mcl1 Noxa PPI	ABCB1 block	Rac1 mut GTP	HRas wt GTP
COC(=O)C1CCN(CC(=O)Nc2ccc(OC)c(Cl)c2)CC1	0	97	95	95	27	0	97	2	0.0	95	97
CNC(=O)c1[nH]cnc1C(=O)Nc1ccccc1OC	·	101	94	98	3	53	94	9	1.7	97	96
Cc1ccnc(NC2(C(F)(F)F)N=C3SCCN3C2=O)c1 (stereo unspecified)	-1	106	100	100	10	2	98	5	0.0	98	101
CNC(=S)N1CCC(NC(=O)C(Cc2ccc(F)cc2)NC(C)=O)CC1 (stereo unspecified)	18	103	99	95	10	2	95	25	0.7	95	98
COc1ccc(N2CCN(C(C)C(=O)N3CCCC3)CC2)cc1 (stereo unspecified)	-5	100	96	97	6	2	94	29	0.8	94	94
OCCN(Cc1ccccc1)Cc1cccc(Cl)c1Cl	·	96	102	101	14	15	104	19	4.3	100	102
COc1ccccc1OCCc1nnc(N)s1	·	97	96	98	5	·	99	7	·	98	98
CCOC(=O)c1sc(NC(=O)c2ccc(CC)s2)nc1C	-10	104	101	103	15	1	101	3	-0.1	98	100
Cc1cccc(-c2cc(C(=O)NCCCn3ccnc3)c3ccccc3n2)c1	·	98	99	105	9	2	101	5	0.7	99	100
Cc1cc2c(C)nc(-c3ccccc3)nc2o1	·	99	99	104	17	5	103	31	-0.5	100	100
Cc1cc(C)nc(Nc2n[nH]c(-c3ccc(C(C)(C)C)cc3)n2)n1	·	107	101	100	9	0	97	-9	0.4	95	99
OCCCCNc1cccc2ccccc12	·	97	96	96	39	0	98	22	0.1	96	97
NS(=O)(=O)c1ccc(CCNc2ncnc3c2c(-c2ccccc2)cn3-c2ccc(F)cc2)cc1	·	91	94	93	10	1	92	-3	0.8	94	95
COc1ccc(N2CCN(C(=O)CCNS(=O)(=O)c3cccs3)CC2)cc1	·	99	99	104	35	0	102	23	0.0	100	100
COC(=O)CCc1c(C)c(C#N)c2nc3ccccc3n2c1N1CCCC1	·	94	97	97	2	4	97	4	0.0	95	97
S=C(NC1CCCCC1)N1CCN(C/C=C/c2ccccc2)CC1	9	101	100	103	4	12	102	7	1.3	97	99
CCCCn1c(CCNC(=O)CC)nc2ccccc21	·	95	95	98	8	5	95	7	0.8	97	97
CC(=O)Nc1ccc([C@H]2[C@H](C)CC[C@H]3C(=O)N4[C@@H](CC[C@@H](C)[C@@H]4c4ccc(NC(C)=O)cc4)C(=O)N32)cc1	·	98	101	105	10	-2	105	-9	0.8	98	101
CCOC(=O)Cn1c(=O)c2c(nc3n2CCCCN3c2ccc(C)cc2)n(C)c1=O	·	102	99	100	8	39	98	0	1.4	99	99
COc1ccc(Nc2ccc([N+](=O)[O-])cc2[N+](=O)[O-])cc1	-7	101	94	94	9	18	90	-8	0.1	89	94
CC(=O)NCCC(=O)Nc1ccc(C(N)=O)cc1	23	99	99	97	13	1	98	5	0.7	98	102
Cc1noc(/C=C/c2ccco2)c1S(=O)(=O)N1CCC(C(=O)NCc2ccco2)CC1	-2	103	101	104	31	0	101	-15	0.0	100	101
NNC(=O)Cn1c(SCc2ccccc2)nc2ccccc21	15	93	96	101	17	-1	100	-4	0.0	97	98
COc1ccc2oc(C)c(C(N)=O)c2c1	-9	97	98	100	4	0	98	8	-0.1	99	99
CCOC(=O)C1=C(N)N2C(=O)C(C)SC2=C(C(=O)OC)C1c1ccccc1OC (stereo unspecified)	-25	100	101	105	9	4	101	3	0.6	99	100
Other results follow:
SMILES	Pf gametocyte	Rab7 wt modul	Rab2A wt mod	Rac1 wt GTP bind	Avidin fluor	ABCG2 block	Cdc42 wt GTP	Mcl1 Noxa PPI	ABCB1 block	Rac1 mut GTP	HRas wt GTP
COc1ccccc1-c1cc(C(=O)NCCc2ccccc2)no1	·	97	104	105	34	1	104	-8	0.4	101	105
C=CCNC(=S)NC(CC(=O)OC)c1ccc2c(c1)OCO2 (stereo unspecified)	7	95	98	94	9	2	97	6	0.7	95	94
Cc1c(C(=O)C(=O)N2CCCc3ccccc32)c2ccccc2n1C	-24	97	103	101	20	27	100	13	2.5	99	99
COc1ccc(C(=S)Nc2ccc(N(C)C)cc2)cc1	1	99	103	100	12	1	103	15	-0.1	100	102
CO/N=C/c1c(-c2ccc(Cl)cc2)nc2cc(C)ccn12	1	98	100	92	11	5	98	10	0.3	90	92
CCCN1C(=O)/C(=C/c2ccc(C)o2)SC1=Nc1ccc(OC)cc1	·	102	102	103	27	1	107	33	0.4	98	104
CCOC(=O)C1(CC)NC(c2ccc(OC)cc2OC)C2C(=O)N(C)C(=O)C21 (stereo unspecified)	·	97	97	101	11	1	97	8	0.4	98	98
CCOC(=O)C1=C(CN2CCN(c3ccc(F)cc3)CC2)NC(=O)NC1c1cccs1 (stereo unspecified)	·	101	101	104	8	2	103	11	0.7	98	101
CCOC(=O)C1(Cc2ccc(OC)cc2)CCN(C(=O)CN2CCCCC2=O)CC1	9	91	97	95	2	1	94	7	0.6	95	94
O=C(O)C1CCCCC1C(=O)Nc1ccc2c(c1)OCCO2 (stereo unspecified)	·	102	98	101	26	-7	102	16	1.1	98	100
COCCOC(=O)/C(C#N)=C/c1cn(Cc2ccccc2)nc1-c1cccnc1	-5	98	95	97	8	27	98	31	2.6	95	96
Cc1ccc(-c2cc(C(=O)N/N=C/c3ccco3)n[nH]2)s1	-10	97	96	100	10	8	101	28	-0.4	98	96
COc1cccc(-c2cc(C(F)(F)F)n3ncc(S(=O)(=O)c4ccccc4)c3n2)c1	5	102	104	109	10	11	104	-12	1.3	102	102
CCOC(=O)C1=C(C)NC2=C(C(=O)CC(C)(C)C2)C1c1ccsc1 (stereo unspecified)	·	99	99	107	10	56	101	-2	-1.1	101	102
COc1cc(C(=O)N/N=C2\CCS(=O)(=O)c3ccc(F)cc32)cc(OC)c1OC	-13	100	99	106	2	0	104	6	0.1	99	102
S=c1[nH]nc(-c2cccnc2)n1-c1ccccc1	-20	99	96	102	4	-1	101	-5	-0.2	97	97
Cc1cc(C)nc(NS(=O)(=O)c2ccc(NC(=S)NC(=O)c3cccnc3)cc2)n1	·	89	91	92	6	0	94	31	0.0	93	90
CC(C)(C)C(=O)N1CCN(c2ccc([N+](=O)[O-])c(-n3nc(-c4ccccc4)c4ccccc4c3=O)c2)CC1	·	100	100	105	4	16	103	0	23	100	102
CCn1c(C(=O)N2CCC(Cc3ccccc3)CC2)cc2sccc21	·	100	98	101	34	1	99	25	0.3	96	98
COc1ccccc1C(=O)N(CN1CCCC1=O)c1cccc(Cl)c1	11	?	?	?	7	1	?	4	0.5	?	?
CCn1c(C)[n+](CC(O)COCC2CC=CCC2)c2ccccc21 (stereo unspecified)	·	103	99	100	11	0	100	-1	0.0	97	100
COc1ccc(CCNC(=O)CC2Nc3ccccc3NC2=O)cc1 (stereo unspecified)	·	100	98	101	6	3	101	14	0.3	97	100
CCC1(C)Cc2c(sc3c2c(=O)n(C)c2nnc(SCCc4ccccc4)n32)CO1 (stereo unspecified)	·	98	98	105	34	2	100	-12	0.9	100	100
N#CCSc1ncnc2c1cnn2CCO	·	99	106	105	14	1	107	12	0.4	101	106
CC(NC(=O)COC(=O)/C=C/c1ccc(Cl)cc1)c1ccccc1 (stereo unspecified)	·	98	96	95	39	2	96	11	0.8	93	97
(continued)
SMILES	Pf gametocyte	Rab7 wt modul	Rab2A wt mod	Rac1 wt GTP bind	Avidin fluor	ABCG2 block	Cdc42 wt GTP	Mcl1 Noxa PPI	ABCB1 block	Rac1 mut GTP	HRas wt GTP
O=C(CSc1n[nH]c(-c2cc(Cl)ccc2Cl)n1)NCCN1C(=O)CSC1=O	14	102	100	101	3	8	100	5	-0.2	97	100
CCC(CC)C(=O)Nc1cc(C(=O)OC)cc(C(=O)OC)c1	·	106	103	109	14	22	100	0	1.8	102	103
CC(C)c1ccc(-c2csc(NC(=O)c3cccs3)c2C(=O)O)cc1	-15	96	89	89	9	-3	91	6	-1.0	88	89
O=C(Nc1c2c(nc3ccccc13)CCCC2)c1cccc([N+](=O)[O-])c1	3	98	99	103	8	16	98	-16	1.1	101	99
CCc1ccc(N2C(=O)c3ccc4c5c(ccc(c35)C2=O)CC4)cc1	-5	99	100	102	4	0	101	-11	-0.1	101	99
Brc1cccc2sc(N3CCCC3)nc12	17	103	101	98	5	12	98	11	0.7	98	100
O=c1cc(CSc2nnc(COc3ccccc3Cl)o2)nc2sccn12	1	94	93	94	8	1	95	0	0.6	95	94
CCOC(=O)C1=C(C)N(C)C(=O)NC1c1ccc(C)s1 (stereo unspecified)	·	90	91	88	11	5	92	·	1.2	90	92
CCOP(=O)(c1ccccc1)C(O)c1ccccc1 (stereo unspecified)	-8	98	101	106	1	3	104	-10	0.5	102	102
Cc1ccccc1NC(=S)NNC(=O)c1cccnc1	·	103	101	106	4	2	101	26	0.2	98	103
O=c1[nH][nH]c(-c2ccccc2)c1C=Nc1ccccc1	·	98	99	105	30	0	103	4	0.0	101	100
COc1ccc(CN2CCN(C(=O)c3cc(OC)c(OC)c(OC)c3)CC2)cc1OC	·	96	101	104	33	3	100	13	0.4	100	101
CC(=O)C(Sc1ncnc2sc3c(c12)CCCC3)C(C)=O	2	?	?	?	26	2	?	13	0.4	?	?
COC(=O)CSc1nc(-c2ccccc2)c2c(c1C#N)CCCC2	-12	101	99	101	6	2	95	-6	0.7	94	99
Cc1ccc(/C=C/C(=O)NCc2ccc(S(N)(=O)=O)cc2)o1	14	100	96	94	16	-1	93	53*	-0.4	93	97
COc1ccc(N/C(C)=C/C(=S)Nc2ccccc2)cc1	-14	102	100	104	4	-12	104	12	-1.1	101	100
CC(C)c1ccc(NC(=O)Cn2cccc2C2=NC(c3ccccc3)CO2)cc1 (stereo unspecified)	-32	99	99	110	7	5	101	-3	0.9	103	100

Compound activity (PubChem)
